Dynein cargo inh: dynein cargo transport inhibition; hit rate 0.47% among 220,000; AID 1381; 3617.4 mouse cells, GR-EGFP nuclear translocation imaging; test concentration mostly 20 µM; stimulated with dexamethasone, 1 µM; hits give low values; z-score, hits read low;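 active means plate z-score of nuclear minus cytoplasmic receptor signal below a set negative limit, without overly bright fluorescence or cell loss, cut at about -3.5 in these data, passing the limit was not always enough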;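 further: z-score of nuclear minus cytoplasmic ring GR-EGFP intensity difference per well; some compounds called inactive have numbers as strong as hits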
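Also added: dexamethasone, 1.0 µM final. Medium: tet-free, stripped-serum medium. Detection: fixed, Hoechst-stained cells imaged at 10x for EGFP. Read-out: nuclear-to-cytoplasmic GR-EGFP distribution per well. Times: induction 48 h, compound 1 h, agonist 30 min.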
bCat nuc transl: modulators of beta-catenin nuclear translocation | nuclear translocation activity, % at 5 µM | hit rate 0.3% among 190,000 | HeLa beta-catenin nuclear translocation, immunofluorescence imaging | AID 1665;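 active means nuclear translocation activity above 50% at 5 µM, with a well cell count of 50 or more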;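 further: per-cell ratio of nuclear to cytoplasmic median beta-catenin stain intensity; plate controls were DMSO negative control for no effect and GSK-3 inhibitor IX positive control for full effect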
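System: Human HeLa cells, endogenous beta-catenin | Compound dosing: 5 µM primary, 0.02–20 µM confirmation | Timing: 24 h compound exposure at 37°C, 5% CO2 | Measured by: Fluorescence imaging of beta-catenin antibody stain plus DAPI | Read-out basis: % activation of per-cell nuclear versus cytoplasmic median beta-catenin signal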
human PMI inhibition: inhibitors of human PMI, primary screen, biochemical, fluorescence intensity, coupled assay (AID 1209); one-dose inhibition, % at 20 µM; IC50 in µM for titrated hits; purified PMI enzyme, coupled fluorescence intensity; higher % means a stronger effect; hit rate 0.42% among 190,000;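 further: plate controls were DMSO vehicle for no effect and wells lacking substrate for full effect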
Yfh1-off respiration: enhancers of respiration in Yfh1-depleted yeast, dose response, Friedreich's ataxia, plus single-dose screen (AID 1465); S. cerevisiae Yfh1-off respiration, WST-1 reduction, 72 h; higher fold induction means a stronger effect; hit rate 0.074% among 220,000; fold induction at 50 µM, or EC50 in µM where a hit was titrated;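 active means fold induction of absorbance versus untreated yeast above a set limit, then at least 30% activation at any dose in follow-up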;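 further: activators that raise dye reduction in frataxin-depleted yeast; strong numbers were not always called active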
Ins promoter up: MIN6 insulin promoter up-regulation; AID 1625; MIN6 insulin promoter-GFP reporter, high-content imaging; hits give high values; z-score at 5 µM; hit rate 0.3% among 190,000;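 active means z-score above 3 at 5 µM with at least 500 cells counted in the well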
human PMI inhibitors: MPI inhibition at elevated mannose 6-phosphate – biochemical, fluorescence intensity, high mannose 6-phosphate, primary screen (AID 1220); recombinant PMI enzyme, coupled fluorescence intensity; higher % means a stronger effect; hit rate 0.66% among 190,000; inhibition, % at 20 µM; hits with a dose series show IC50 in µM
MT stabilize HCS: microtubule stabilizers in HeLa cells; HeLa tubulin immunostaining HCS, 24 h; share of cells brighter than vehicle mean+2SD; % tubulin-high responders, % at 10 µM; hit rate 0.83% among 200,000;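 active means plate Z-score above 3 for both tubulin-high and condensed-nucleus cell shares, with cell loss under 80%, at 10 µM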;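 further: anti alpha tubulin signal scored within the nucleus-defined area of each cell; some results filed as inactive read as strong as hits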
Autophagy mod: autophagy modulation, high-content screen; MEF GFP-LC3 puncta imaging; test concentration mostly 10 µM; calls only at 10 µM (by protocol); hit rate 0.98% among 190,000;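 active means percentage of spot-positive cells more than 3 SD above its plate mean, without a fluorescence outlier flag or 80% toxicity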;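 further: spot-positive cell cutoff set from DMSO-treated cells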
WT yeast gro inh: growth inhibition of WT yeast, mitochondrial fusion screen; inhibition, % at 10 µM; hit rate 2.1% among 190,000; mitochondrial fusion phenotypic screen, WT strain; in the data active means inhibition above about 58%; tested in S. cerevisiae
WT yeast gro inh mutant strain: recorded beside WT yeast gro inh, whose call it bears; inhibition, %; mitochondrial fusion phenotypic screen, mutant strain inhibition
Dynein cargo inh cytoplasmic EGFP: also measured in Dynein cargo inh; calls as there; z-score; measured here: cytoplasmic GR-EGFP intensity; hits give high values
Dynein cargo inh nuclear GR-EGFP: further read-out of Dynein cargo inh, marked with its call; z-score; measured here: nuclear GR-EGFP intensity;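 lower value marks the stronger effect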
Dynein cargo inh cell count: second read-out of Dynein cargo inh, no call of its own (marks repeat the call); z-score; measured here: cell count per field
Ins promoter up cell count: recorded beside Ins promoter up, whose call it bears; cell count; measured here: cytotoxicity, nuclei count;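 total cells summed across four imaged fields per well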
bCat nuc transl cell count 5 µM: second read-out of bCat nuc transl, no call of its own (marks repeat the call); cell count; measured here: cell count, cytotoxicity flag
MT stabilize HCS Hoechst-high %: recorded beside MT stabilize HCS, whose call it bears; % Hoechst-high responders; measured here: nuclear condensation Hoechst responders;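 share of cells brighter than vehicle mean plus two SD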
MT stabilize HCS cytotoxicity %: second read-out of MT stabilize HCS, no call of its own (marks repeat the call); toxicity, %; measured here: cytotoxicity by cell density;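 0% = mean cell density of plate MIN control wells and 100% = no cells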
Autophagy mod cell loss 18 h: also measured in Autophagy mod; calls as there; toxicity, %; measured here: cell loss, nuclei count;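 cell loss after 18 h compound exposure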
* marks the source's active call; other numbers are inactive results; i = inactive; x = no result given. Unless noted, no stated cut-off is given here; in the data, active means inhibition above about 50%; inactive means the rest.

SMILES | Dynein cargo inh | Dynein cargo inh cytoplasmic EGFP | Dynein cargo inh nuclear GR-EGFP | Dynein cargo inh cell count | bCat nuc transl | bCat nuc transl cell count 5 µM | human PMI inhibition | Yfh1-off respiration | Ins promoter up | Ins promoter up cell count | human PMI inhibitors | MT stabilize HCS | MT stabilize HCS Hoechst-high % | MT stabilize HCS cytotoxicity % | Autophagy mod | Autophagy mod cell loss 18 h | WT yeast gro inh | WT yeast gro inh mutant strain
Cc1ccc(N(C(=O)Cn2nnc3ccccc32)C(C(=O)NC2CCCCC2)c2cn(C)nc2C)cc1 (stereo unspecified) | -0.19 | -0.13 | 0.34 | -0.59 | -0.7 | 714 | -4% | i | 0.59 | 1194 | -8% | 5.3 | 2.7 | 7.5 | i | -14 | -12 | -21
CS(=O)(=O)/C(C#N)=C/c1c(-c2ccccc2)nc2n1CCS2 | -0.16 | -0.14 | 0.37 | 1.1 | -0.3 | 1299 | x | i | 1.1 | 995 | x | x | x | x | x | x | x | x
Cc1ccc2c(C(=O)CN3CCCC3)c(C)[nH]c2c1 | -0.53 | -0.085 | -0.085 | 0.58 | -2.9 | 1134 | -7% | i | -0.03 | 991 | -6% | 2.6 | 1.1 | 1.6 | i | -10 | -22 | 2
CN(CC(=O)NC(=O)NCc1ccccc1)Cc1ccc(Cl)c(Cl)c1 | -0.33 | -0.28 | -0.42 | 0.26 | 0.0 | 889 | 14% | i | 0.63 | 1234 | 16% | 4.7 | 2.9 | 9.5 | i | -4 | 37 | 29
Cc1cc(C)c2c(N)c(C(=O)NC3CCCC3)sc2n1 | 2.9 | 1.5 | 1.1 | -1.1 | 0.9 | 1131 | -33% | i | -0.41 | 1163 | -24% | 4.7 | 1.7 | 15 | i | -10 | -12 | -4
c1cc2c(cn1)cnc1cscc12 | 2.5 | -0.2 | 0.92 | -1.4 | -0.7 | 540 | -4% | i | 0.65 | 1383 | 8% | 4.0 | 3.2 | 14 | i | 1 | -6 | -19
O=C(Nc1nccs1)c1ccc2c(=O)n3c(nc2c1)CCCCC3 | -0.92 | -0.22 | -0.47 | 0.54 | 0.3 | 1066 | 9% | i | -0.12 | 1537 | -3% | 7.9 | 1.6 | 14 | i | -5 | 3 | 4
O=C(C1CC(=O)N(C2CCCC2)C1)N1CCC(Cc2ccccc2)CC1 (stereo unspecified) | -0.44 | -0.2 | -0.18 | 0.46 | -0.2 | 1279 | -5% | i | -0.07 | 1626 | 5% | 2.8 | 1.7 | 4.6 | i | -8 | 16 | 12
O=C(CN1C(=O)C2C3c4ccccc4C(c4ccccc43)C2C1=O)N1CCOCC1 (stereo unspecified) | 0.036 | -0.23 | 0.24 | 0.31 | x | x | 2% | i | 1.2 | 1186 | -2% | 3.8 | 4.4 | 6.1 | i | 0 | -13 | -26
Nc1cc2nc[nH]c2cc1N | 1.6 | -0.098 | 0.78 | -1.4 | -1.7 | 1024 | 68%* | i | 0.36 | 1189 | x | 1.2 | 1.8 | 5.3 | i | -17 | 2 | -21
Nc1ncnc(Nc2ccccc2C(F)(F)F)n1 | -0.22 | -0.17 | 0.19 | -1 | -0.3 | 1075 | 11% | i | x | x | 8% | 2.4 | 1.8 | 6.6 | i | -27 | -17 | -1
Cn1c(N)c(C(=O)COc2ccc(C#N)cc2)c(=O)n(C)c1=O | 0.1 | 0.007 | 0.59 | -0.23 | 1.6 | 1047 | -2% | i | -0.23 | 1404 | -1% | 7.0 | 1.7 | 23 | i | 13 | 14 | -10
N#CCCN1CCN(S(=O)(=O)c2ccc(S(=O)(=O)NCc3ccccc3)cc2)CC1 | 0.66 | 0.048 | 0.51 | 0.45 | -2.2 | 1170 | 2% | i | -0.14 | 2043 | 3% | 2.8 | 1.0 | 1.2 | i | -3 | 9 | 8
Cc1ccc(-c2nnc(N3CCN(C(=O)COc4cccc(C)c4)CC3)c3ccccc23)cc1 | -0.11 | -0.24 | -0.048 | 0.48 | 0.4 | 1344 | x | i | -0.48 | 1039 | x | x | x | x | x | x | x | x
O=C(CSc1cccc[n+]1[O-])Nc1c(Br)cc([N+](=O)[O-])cc1Br | -0.81 | 0.6 | 0.041 | 1.6 | -4.4 | 1105 | -22% | i | -1.2 | 1247 | -1% | 3.9 | 1.6 | 7.7 | i | -3 | -10 | -5
O=C(Nc1ccccc1Oc1ccccc1)C1CC1 | -0.57 | -0.23 | 0.43 | 1.6 | -0.5 | 940 | 5% | i | 0.6 | 1118 | 4% | 2.9 | 2.4 | 6.9 | i | 11 | 14 | 2
CCCc1nc(SCC(=O)NNC(=O)C2CCCCC2)c2ccccc2n1 | -0.41 | -0.18 | -0.33 | 0.35 | 0.0 | 1337 | 11% | i | 0.01 | 1580 | 8% | 0.7 | 1.5 | 11 | i | -1 | -12 | 17
O=C1Nc2ccc([N+](=O)[O-])cc2OC1CCN1CCN(Cc2ccccc2)CC1 (stereo unspecified) | 0.36 | -0.32 | 0.087 | 0.51 | -1.8 | 970 | 10% | i | 0.26 | 1458 | 5% | 4.1 | 2.1 | 6.6 | i | -24 | 3 | 8
O=C1CC(N2CCSCC2)C(=O)N1c1cccc(Br)c1 (stereo unspecified) | 0.43 | -0.3 | 0.39 | 0.44 | 0.2 | 1105 | 0% | i | -0.84 | 1297 | 3% | 2.6 | 1.7 | 6.5 | i | 3 | -7 | -8
COc1ccc(N2CC(C)Cn3c2nc2c3c(=O)n(Cc3ccc(F)cc3)c(=O)n2C)c(OC)c1 (stereo unspecified) | 0.67 | -0.37 | 0.15 | -0.27 | -6.1 | 934 | 10% | i | -1.8 | 939 | 33% | 3.1 | 2.6 | 9.9 | i | -2 | 34 | -1
COc1c(C)oc2cc(O)ccc2c1=O | 0.11 | -0.28 | -0.24 | -0.1 | 0.0 | 601 | -4% | i | -0.09 | 1207 | 1% | 1.1 | 1.4 | 2.4 | i | -7 | 19 | -2
CC(=O)N(C)c1ccc(C(O)(C(F)(F)F)C(F)(F)F)cc1 | 0.15 | 0.38 | 0.96 | -0.74 | 2.4 | 468 | -1% | i | x | x | 1% | 1.0 | 2.0 | 5.7 | i | 4 | 9 | 3
CCN=C1S/C(=C\c2cn(C(C)=O)nc2-c2ccccc2)C(=O)N1CC | -0.24 | -0.3 | 0.14 | -0.071 | 2.5 | 1060 | 17% | i | -1.3 | 916 | 12% | 0.8 | 2.0 | 10 | i | -2 | 11 | -9
CS(=O)(=O)NCCNc1ccc(C(F)(F)F)cc1[N+](=O)[O-] | -1 | 0.65 | -0.43 | 0.75 | 0.3 | 1556 | -2% | i | -0.16 | 1336 | -6% | 3.2 | 2.3 | 7.9 | i | 3 | -7 | 26
CCOC(=O)CNC(=O)N1CCCC(CNS(=O)(=O)Cc2ccccc2)C1 (stereo unspecified) | 0.49 | -0.3 | -0.41 | 0.67 | -2.6 | 1059 | 2% | i | -0.29 | 1304 | 3% | 2.6 | 2.2 | 6.0 | i | -8 | -1 | -13
SMILES | Dynein cargo inh | Dynein cargo inh cytoplasmic EGFP | Dynein cargo inh nuclear GR-EGFP | Dynein cargo inh cell count | bCat nuc transl | bCat nuc transl cell count 5 µM | human PMI inhibition | Yfh1-off respiration | Ins promoter up | Ins promoter up cell count | human PMI inhibitors | MT stabilize HCS | MT stabilize HCS Hoechst-high % | MT stabilize HCS cytotoxicity % | Autophagy mod | Autophagy mod cell loss 18 h | WT yeast gro inh | WT yeast gro inh mutant strain
Cc1c(-c2ccccn2)c(=O)[nH]n1-c1ccc(F)cc1 | -0.54 | 0.86 | -0.01 | 0.07 | -0.4 | 983 | 7% | i | -0.27 | 1419 | 23% | 2.4 | 1.0 | 2.2 | i | -34 | 2 | 12
O=C(CSc1nc2nc(-c3cccs3)cc(C(F)(F)F)c2c(=O)[nH]1)Nc1ccc(F)c(F)c1 | 1.1 | -0.15 | 0.28 | -0.14 | 0.9 | 1495 | 6% | i | x | x | 4% | 3.7 | 3.0 | 3.3 | i | 12 | -17 | -18
Cn1c(SCC(=O)NCc2ccc3c(c2)OCO3)nc2scc(-c3cccs3)c2c1=O | 0.46 | -0.16 | 0.37 | -0.68 | 2.0 | 1131 | 1% | i | -0.66 | 1406 | 2% | 1.7 | 1.7 | 16 | i | 0 | 12 | 2
COc1cccc(OC)c1OCCCN1CCOCC1 | -0.45 | -0.21 | -0.23 | 0.49 | x | x | 8% | i | x | x | -4% | 1.4 | 2.2 | 11 | i | -11 | 21 | 3
CCOc1ccccc1C(=O)NCC(=O)OCc1c(C)noc1C | 0.11 | -0.13 | 0.22 | 0.58 | -2.9 | 538 | -3% | i | 1.2 | 1358 | 3% | 1.9 | 2.6 | 6.7 | i | 0 | -8 | 0
Cc1cccc(NC(=O)Cn2c(/C=C/c3ccccc3)nc3ccccc32)c1 | 1.3 | -0.2 | 0.54 | -0.75 | -1.3 | 1160 | 4% | i | -0.25 | 1448 | 6% | 5.8 | 2.5 | 6.1 | i | -3 | 67 | 69
O=C(Nc1ccc(N2CCCC2)c(Cl)c1)c1ccc([N+](=O)[O-])cc1 | 0.75 | -0.19 | 0.55 | -0.69 | -2.4 | 1159 | 5% | i | -0.09 | 1355 | 3% | 4.3 | 1.8 | 11 | i | 3 | 1 | -2
N#Cc1ccccc1OCCCNC1CCCC1 | 0.39 | -0.15 | 0.86 | -0.99 | -1.1 | 1126 | -5% | i | 1.2 | 1655 | -9% | 11 | 1.1 | 8.9 | i | 9 | -5 | 4
